# Source: PubChem BioAssay
# GLD-1 RNA inh: GLD-1-TGE RNA interaction inhibition (C. elegans); Q17339; purified GLD-1 + fluorescein TGE RNA, fluorescence polarization; inhibition, % at 5.96 µM; hit rate 0.44% among 320,000; AID 2280;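 active means percent inhibition above a per-plate cutoff, the plate mean of test compounds plus 3 SD, cut at about 30% in these data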;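 further: 0% = DMSO wells with GLD-1 and probe and 100% = wells lacking GLD-1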
# MCL1 BIM primary: inhibitors of human MCL1 binding to BIM-BH3 peptide | Q07820 | GST-MCL1 / FITC-Bim-BH3 fluorescence polarization | inhibition, % at 10.9 µM | hit rate 0.68% among 320,000 | AID 2057;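 active means inhibition above the mean inhibition of all tested compounds plus 3 SD, set per campaign, cut at about 40% in these data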;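 further: 0% = DMSO wells and 100% = unlabeled Bim-BH3 peptide control; higher means more loss of mP so more displacement of Bim peptide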
# Target sequence (Q07820 whole entry, looked up): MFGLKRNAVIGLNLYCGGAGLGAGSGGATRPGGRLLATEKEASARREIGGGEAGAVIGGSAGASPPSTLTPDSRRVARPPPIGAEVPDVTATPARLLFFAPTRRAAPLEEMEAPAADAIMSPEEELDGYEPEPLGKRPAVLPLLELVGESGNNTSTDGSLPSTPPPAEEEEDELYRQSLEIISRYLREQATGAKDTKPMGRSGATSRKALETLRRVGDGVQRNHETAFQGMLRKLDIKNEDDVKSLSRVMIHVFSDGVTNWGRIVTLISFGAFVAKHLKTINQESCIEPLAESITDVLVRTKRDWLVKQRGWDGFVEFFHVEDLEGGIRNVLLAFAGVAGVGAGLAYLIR
# CR mimetic SO: yeast age-related superoxide inhibition as caloric restriction mimetic; S. cerevisiae aged cells, superoxide DHE fluorescence; active compounds read low; superoxide response (% of plate mean), % at 10 µM; hit rate 0.18% among 330,000; AID 2690;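 active means superoxide response under a set limit, about three screen SD below normal, cut at about 65% in these data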;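 further: yeast aged for seven days with compound at 30 °C before DHE staining; 100% = average MFI of all compound-treated wells on the plate with controls excluded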
# AGP1 TOR yeast: modulators of TOR pathway AGP1-GFP in S. cerevisiae | S. cerevisiae AGP1-GFP multiplex flow cytometry, 3 h; GFP as percent of DMSO wells | GFP response vs DMSO, % at 10 µM | hit rate 0.02% among 320,000 | AID 2066;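 active means GFP response relative to DMSO above a set limit, near screen average plus 3 SD, cut at about 150% in these data; inconclusive means fewer than 70 cells counted for the yeast strain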;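 further: median GFP channel fluorescence of the gated AGP1 strain per well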
# MEX-5 binding: C. elegans MEX-5 TCR-2 RNA binding activity. AID 1832. activity score (negative = inhibition of binding), % at 10 µM. hit rate 0.38% among 300,000. MEX-5/FITC-TCR2 RNA binding, fluorescence polarization; active compounds read low;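 active means inhibition past about -25% in most replicates, and total fluorescence under double the plate's negative control median, limit read from the data; inconclusive means replicates evenly split on the limit, or fluorescence at least double controls; inactive means too little inhibition in most replicates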;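 further: 0% = DMSO and -100% = 5 µM competing unlabeled TCR2 RNA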
# VLA-4 inh: inhibition in a human VLA-4 binding assay | VLA-4 expressing cells, ligand binding flow cytometry | AID 2557 | hit rate 0.2% among 330,000 | inhibition, % (about 7 µM as worked out from the volumes in the protocol); in the data active means inhibition above about 50%
# CIT2-GFP yeast: modulators of TOR pathway CIT2-GFP in S. cerevisiae | GFP response vs DMSO, % at 10 µM | S. cerevisiae CIT2-GFP strain, flow cytometry, 3 h; 100 means same as DMSO wells | hit rate 0.065% among 320,000 | AID 2029;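 active means GFP response relative to DMSO above a set limit, near the screen mean plus 3 SD, cut at about 150% in these data; inconclusive means Fewer than 70 cells measured for a yeast strain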;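 further: ratio of well median GFP fluorescence to mean of DMSO wells on the plate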
# GRK2 inh: inhibitors of human GRK2 displacing RNA aptamer; bead flow cytometry, FAM-aptamer displacement from GRK2; inhibition of aptamer binding, % at 10 µM; hit rate 0.59% among 330,000; AID 488847;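 active means inhibition of aptamer binding above 40%, roughly 3 SD of noise, on plates passing a quality check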;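 further: median bead fluorescence of bound FAM aptamer so fluorescent compounds give negative values; no value below 0 was filed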
# Target sequence (P25098 whole entry, looked up): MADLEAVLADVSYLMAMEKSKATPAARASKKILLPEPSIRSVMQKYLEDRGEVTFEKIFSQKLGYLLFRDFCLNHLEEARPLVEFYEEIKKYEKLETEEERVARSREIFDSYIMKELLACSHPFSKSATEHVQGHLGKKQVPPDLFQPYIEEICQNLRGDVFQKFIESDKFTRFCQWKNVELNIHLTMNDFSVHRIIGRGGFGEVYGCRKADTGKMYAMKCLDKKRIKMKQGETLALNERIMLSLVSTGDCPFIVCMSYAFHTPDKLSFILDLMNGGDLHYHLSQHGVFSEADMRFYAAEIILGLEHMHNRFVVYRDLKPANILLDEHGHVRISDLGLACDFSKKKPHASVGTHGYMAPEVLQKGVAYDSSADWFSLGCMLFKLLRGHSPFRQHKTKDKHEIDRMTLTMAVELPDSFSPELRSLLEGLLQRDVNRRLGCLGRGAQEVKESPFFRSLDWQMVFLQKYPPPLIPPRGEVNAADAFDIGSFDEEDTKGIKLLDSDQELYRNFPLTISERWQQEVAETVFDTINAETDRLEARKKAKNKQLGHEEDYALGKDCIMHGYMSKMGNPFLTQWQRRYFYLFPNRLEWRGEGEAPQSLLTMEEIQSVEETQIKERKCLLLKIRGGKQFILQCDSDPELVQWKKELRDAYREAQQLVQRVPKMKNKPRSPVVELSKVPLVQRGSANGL
# Bcl-xL primary: Bcl-xL (human) inhibition; Q07817; GST-Bcl-xL / FITC-Bim BH3 peptide fluorescence polarization; inhibition, % at 10.9 µM; hit rate 0.7% among 320,000; AID 2129;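 active means inhibition above the mean of all tested compounds plus 3 SD, cutoff set per campaign, cut at about 30% in these data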;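 further: 0% = DMSO wells and 100% = unlabeled Bim-BH3 peptide competitor; inhibitors lower millipolarization by displacing the labeled peptide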
# * marks the source's active call; other numbers are inactive results; ? = inconclusive; / = no result given; [ ] = another dose, or the depositor's remark. Random draw from the library (roughly 2.1% active in at least one column).
SMILES,GLD-1 RNA inh,MCL1 BIM primary,CR mimetic SO,AGP1 TOR yeast,MEX-5 binding,VLA-4 inh,CIT2-GFP yeast,GRK2 inh,Bcl-xL primary
COc1ccccc1NC(=O)CCc1nnc2ccc(N3CCCCC3)nn12,1,1,114,103,0.8,-6,97,0,-4
CCN(CC)CCCn1c2c(c(SCC(=O)Nc3cccc(C)c3C)nc1=O)CCC2,8,3,100,101,-2.1,-1,94,0,5
COCCNC(=O)Cn1cnc2c(cnn2-c2ccc(OC)cc2)c1=O,-1,1,90,92,0.0,9,103,3,2
Cc1cccc(C(C)C)c1-n1nnnc1-c1ccccc1,-4,0,92,98,1.8,0,85,0,0
Cc1csc(NC(=O)c2oc3ccccc3c2C)n1,4,1,101,106,0.4,-3,95,2,2
Cc1ccc(NC(=O)CCc2nnc3ccc(N4CCC5(CC4)OCCO5)nn23)nc1,7,-3,112,99,0.4,-6,96,0,4
Cn1c(=O)c2c(ncn2CC(=O)OCC(=O)Nc2ccc(Cl)cc2Cl)n(C)c1=O,1,1,102,103,-0.2,3,104,4,-3
Cc1ccc(NNC(=O)C(O)(c2cccc(C(F)(F)F)c2)c2cccc(C(F)(F)F)c2)cc1,6,-4,110,113,2.9,-8,114,2,0
N#CCCN1CCN(S(=O)(=O)c2ccc(S(=O)(=O)NC3CCCCC3)cc2)CC1,-3,8,107,104,-0.8,22,103,2,-1
O=C(CCSCc1ccccc1)Nc1ccc2c(c1)OCCO2,5,0,112,103,1.9,3,103,2,7
C=CCn1c(-c2cc(OC)c(OC)c(OC)c2)n[nH]c1=S,2,-16,110,/,0.3,17,107,0,-8
CCCN(CCC)C(=O)C1CCN(c2ccc(S(=O)(=O)N3CCOCC3)cc2[N+](=O)[O-])CC1,-1,-4,96,105,0.1,17,98,1,6
Cc1noc2ncnc(Oc3ccccc3)c12,5,5,99,95,0.2,11,96,3,3
COc1ccc(Cl)cc1NC(=O)C(C)N1CCN(C/C=C/c2ccccc2)CC1 (centres undefined),3,3,99,97,0.3,11,96,3,7
CCCCN1CC(=O)N2[C@H]3c4cc(C)ccc4OC[C@@H]3[C@H](C(=O)OCC)[C@]2(C)C1=O,0,2,102,95,/,22,90,3,5
Cn1nc(C(=O)NCc2ccccc2)cc1C(=O)NCc1ccccc1,1,1,99,96,1.8,30,101,2,4
COc1ccc(N2C(=O)CC(Nc3cccc(C(C)=O)c3)C2=O)cc1OC (centres undefined),6,1,120,87,1.4,-2,85,1,2
CC(=O)c1c(N2CCN(c3cccc(Cl)c3)CC2)nc(=S)n(-c2ccccc2)c1C,3,6,103,101,-1.7,4,98,0,4
CC(C)OCCCn1c(-c2ccco2)nc2nc3ccccc3nc21,14,25,95,101,/,-16,103,3,35*
Cc1ccc2[nH]c(O)c(N=Nc3ccccc3C)c2c1,-5,-1,120,92,?,-9,92,0,5
COc1cccc(OCc2cc(C(=O)N3CCC(C(O)C(C)C)CC3)no2)c1 (centres undefined),-3,-6,86,90,1.5,2,94,0,1
O=c1ccc(-c2ccc(S(=O)(=O)NCc3cccc(Br)c3)s2)n[nH]1,1,1,121,106,3.8,23,102,5,3
CCOC(=O)c1[nH]c2ccc(Br)cc2c1NC(=O)CNC,2,3,86,94,1.3,-7,91,3,0
COc1ccc(C(=O)NC2CC(C)(C)Cc3c2cnn3-c2ccccc2C)c(OC)c1OC (centres undefined),-7,-3,107,109,-1.5,5,104,0,2
NC(=O)C1=C[C@@H](C2CCCCC2)C[C@@H](OCCCCO)O1,6,1,104,101,-0.8,-8,95,1,2

# Going on with the list.
SMILES,GLD-1 RNA inh,MCL1 BIM primary,CR mimetic SO,AGP1 TOR yeast,MEX-5 binding,VLA-4 inh,CIT2-GFP yeast,GRK2 inh,Bcl-xL primary
CN(C)c1oc(-c2ccc(Cl)cc2)nc1S(=O)(=O)c1ccccc1,4,-2,98,96,5.3,6,108,0,5
C=C(C)c1ccc(C(C)(C)NC(=O)N(Cc2ccccc2)Cc2ccco2)cc1,6,3,71,92,0.9,1,94,2,3
CN1C(=O)C(CCC(N)=O)NC1=S (centres undefined),7,2,116,106,-0.7,2,104,0,4
O=C(NCc1ccncc1)C(=O)NCC(c1ccco1)N1CCN(c2ccccc2)CC1 (centres undefined),0,-7,124,101,1.4,-1,95,0,2
CC(=O)Nc1ccc(NC(C)=C(C#N)C#N)cc1,5,-2,95,107,-0.1,10,102,3,1
Nn1cnnc1N/N=C/c1cc([N+](=O)[O-])c(Cl)cc1Cl,2,4,89,111,-4.2,2,110,0,1
COc1ccc(-c2sc(Nc3ccccc3)n[n+]2-c2ccc(F)cc2)c(OC)c1OC,0,4,94,84,1.9,15,70,0,-2
Clc1ccc(C2C3=C(Nc4ncnn42)c2ccccc2CC3)cc1 (centres undefined),6,-10,108,97,-2.4,14,95,0,6
COCCn1c(C)cc(C(=O)CSc2nnc(-c3cccnc3)n2-c2ccccc2F)c1C,12,4,97,100,2.3,0,92,0,10
O=C(COC(=O)/C=C/c1ccc(C(F)(F)F)cc1)NCC1CCCO1 (centres undefined),7,0,133,107,0.9,7,99,1,0
CNC(=O)CS(=O)(=O)CC(=O)Nc1cc(OCCOC)c(Cl)cc1Cl,-6,4,102,81,0.7,5,87,0,8
CC1CCN(C(=O)CSc2nnc(CNc3ccc(F)cc3)n2Cc2ccco2)CC1,1,-7,128,98,1.2,14,93,6,0
Cc1ccccc1CN1CCN(C(=O)c2ccc(F)cc2)CC1,/,/,106,97,-0.7,0,108,1,/
CCn1nnc(NC(=O)c2ccccc2Br)n1,4,-3,114,112,2.9,-1,108,0,-1
O=C(CCS(=O)(=O)c1cccs1)Nc1ccc(C(=O)NCc2ccc(F)cc2)cc1,0,4,100,102,2.4,0,102,1,7
CC(C)(C)c1ccc(S(=O)(=O)Nc2ccc3c(c2)COC3=O)cc1,1,1,113,95,2.2,14,94,5,1
CC(=O)OCCC(C)C,5,/,99,102,/,5,101,0,/
O=C(Cn1nc(CNc2ccc(Cl)cc2)[n+]2c1CCCCC2)c1ccc(Cl)cc1,-7,-2,102,100,1.1,3,120,0,4
N#CC1(c2ccccc2)CCC(NCCc2ccccc2)CC1 (centres undefined),-7,0,105,90,-2.4,4,98,0,1
COc1ccc(N2C(=O)NC(=O)C2=O)cc1,-4,17,115,100,0.6,4,100,0,-3
O=c1c2cccnc2[nH]c(=S)n1CCC1=CCCCC1,3,-1,98,101,1.1,5,104,70*,-2
O=C(c1ccc(Cl)c(S(=O)(=O)N2CCCCCC2)c1)N1CCCC1,-5,10,107,95,-1.1,4,87,0,7
C#CCOCCOCCOCCNc1nc(N2CCN(C(=O)Cn3cc(CCCN=C(N)N)nn3)CC2)nc(N2CCN(C(=O)[C@H]([C@@H](C)CC)n3cc(CCC(=O)O)nn3)CC2)n1,-5,0,100,94,-1.8,9,90,0,4
Cc1ccc(S(=O)(=O)N2CCC[C@H]2C(=O)Nc2ccccc2C)cc1,-2,/,106,105,/,6,102,8,/
COc1cc(Nc2nc3ccccc3nc2NS(=O)(=O)c2ccc([N+](=O)[O-])cc2)cc(OC)c1OC,-2,14,110,103,-4.0,5,102,4,4

# Continuation:
SMILES,GLD-1 RNA inh,MCL1 BIM primary,CR mimetic SO,AGP1 TOR yeast,MEX-5 binding,VLA-4 inh,CIT2-GFP yeast,GRK2 inh,Bcl-xL primary
Cc1nc(-c2ccc(C(=O)Nc3cc(S(N)(=O)=O)ccc3C)cc2)cs1,2,3,102,87,-0.9,13,90,0,2
C=CCN1C(=O)c2ccc(C(=O)NCCc3ccc(OC)c(OC)c3)cc2C1=O,3,-2,104,86,-0.5,0,/,2,1
CC1(C)CC(=O)C=C(c2cccc(O)c2)C1=O,4,6,96,99,/,14,100,3,5
COC(=O)c1sccc1NC(=S)N1CCN(c2ccc(F)cc2)CC1,7,6,88,97,-0.1,13,96,0,6
Cc1ccc(C(=O)NCC(=O)NNC(=O)CN(C)S(=O)(=O)c2ccc(Cl)cc2)s1,4,0,103,109,-0.9,10,102,1,3
CCN(CC(=O)Nc1c(F)cccc1F)C(=O)COc1cccc2c1OC(C)(C)C2,12,-3,103,108,-0.7,15,78,1,4
O=[N+]([O-])c1cccc(C(O)C23CN4CN(CN(C4)C2)C3)c1 (centres undefined),3,11,103,108,-0.2,-4,96,0,7
CCc1ccc(NC(=O)c2noc(C(C)C)c2[N+](=O)[O-])cc1,1,10,106,90,-4.1,9,98,1,4
Oc1oc(-c2ccc(Br)cc2)nc1/C=N/c1ccccn1,2,69*,116,98,-2.1,5,101,0,3
Cc1ccc(NC(=O)CCc2nnc3ccc(N4CCC5(CC4)OCCO5)nn23)cc1F,4,0,94,107,-0.8,6,108,2,-2
COc1cc(/C=N/N=C2/NC(=O)C(c3ccccc3)S2)ccc1O (centres undefined),-1,16,94,99,-1.7,21,111,1,10
CC(=O)Nc1ccc(S(=O)(=O)NCCC(=O)NCc2ccncc2)cc1,4,-4,100,109,-1.4,0,99,1,0
CC1CCN(S(=O)(=O)c2ccc3c(c2)oc(=O)n3CC(=O)N2c3ccccc3CC2C)CC1 (centres undefined),2,1,108,99,0.8,-19,95,0,4
O=C(c1cc2ccccc2oc1=O)N1CCN(Cc2ccc3c(c2)OCO3)CC1,-2,8,98,102,-2.8,10,107,0,10
Fc1cccc(F)c1-n1c(CN2CCOCC2)csc1=S,1,5,98,103,-0.1,-2,114,5,5
CN(CC(=O)Nc1cccc(F)c1)C(=O)c1ccc(NC2CC2)c([N+](=O)[O-])c1,-2,10,106,105,1.2,11,92,2,7
O=C(Nc1nnc(S(=O)(=O)N2CCCCCC2)s1)c1ccccc1Br,1,7,107,101,-4.9,0,101,0,7
COc1ccc2[nH]c(=O)c(CN(CC3CCCO3)C(=S)Nc3ccc(C)cc3)cc2c1 (centres undefined),2,12,106,105,-0.2,3,89,0,7
CCCCC(=O)Nc1ccc(NC(=O)CC)cc1OC,2,0,100,102,0.6,17,101,2,0
CNC(=O)c1cn(-c2ccc(Cl)cc2)c(=O)c2ccccc12,-1,0,107,/,0.2,5,93,0,5
COc1ccc(OCCSc2nnc(C(C)NC(=O)c3ccccc3F)n2C)cc1 (centres undefined),-2,-12,98,104,2.6,-5,103,1,-2
O=CN1CCN(C(=O)c2cccc([N+](=O)[O-])c2)CC1,1,0,111,92,-0.6,8,100,/,3
O=C(CN(c1ccc(F)cc1)S(=O)(=O)c1ccccc1)NC1CCCCCC1,2,0,113,101[may fluoresce red and violet],0.3,-10,?,0,-1
COCCCn1c(Cc2csc(Nc3cccc(Cl)c3)n2)nnc1SCC(=O)OC,-6,16,112,100,-4.2,23,102,10,6
NC(=O)c1ccccc1OCCOc1ccc(Br)cc1,-3,-10,93,93,-2.0,7,87,0,-1
Cn1c(NCc2cccc(Br)c2)nc2ccccc21,6,2,97,103,5.3,7,98,0,4
CCOC(=O)c1ccc(S(=O)(=O)NNC(=O)c2cccc(N(C)C)c2)cc1,7,-16,100,105,/,-2,110,1,-3
Cc1cccc(NC(=O)CSCC(=O)Nc2ccc(S(=O)(=O)N3CCOCC3)cc2)c1,-4,-1,104,101,0.1,2,77,0,-1
